# EPAC2 agonist: agonists of human EPAC2 (RAPGEF4); EPAC2 activation, biochemical qHTS; response scale: 100% = 6.5 mM cAMP response; Potency, µM (titrated, usually from 154 µM), without a hit: at the highest dose activation, hits mostly activators; 360,000 tested, 0.079% active; also: potency is read from the fitted curve at half-maximal effect; nearly all actives have a fitted effect of over 50% in size
# Target sequence (Q8WZA2 whole entry, looked up): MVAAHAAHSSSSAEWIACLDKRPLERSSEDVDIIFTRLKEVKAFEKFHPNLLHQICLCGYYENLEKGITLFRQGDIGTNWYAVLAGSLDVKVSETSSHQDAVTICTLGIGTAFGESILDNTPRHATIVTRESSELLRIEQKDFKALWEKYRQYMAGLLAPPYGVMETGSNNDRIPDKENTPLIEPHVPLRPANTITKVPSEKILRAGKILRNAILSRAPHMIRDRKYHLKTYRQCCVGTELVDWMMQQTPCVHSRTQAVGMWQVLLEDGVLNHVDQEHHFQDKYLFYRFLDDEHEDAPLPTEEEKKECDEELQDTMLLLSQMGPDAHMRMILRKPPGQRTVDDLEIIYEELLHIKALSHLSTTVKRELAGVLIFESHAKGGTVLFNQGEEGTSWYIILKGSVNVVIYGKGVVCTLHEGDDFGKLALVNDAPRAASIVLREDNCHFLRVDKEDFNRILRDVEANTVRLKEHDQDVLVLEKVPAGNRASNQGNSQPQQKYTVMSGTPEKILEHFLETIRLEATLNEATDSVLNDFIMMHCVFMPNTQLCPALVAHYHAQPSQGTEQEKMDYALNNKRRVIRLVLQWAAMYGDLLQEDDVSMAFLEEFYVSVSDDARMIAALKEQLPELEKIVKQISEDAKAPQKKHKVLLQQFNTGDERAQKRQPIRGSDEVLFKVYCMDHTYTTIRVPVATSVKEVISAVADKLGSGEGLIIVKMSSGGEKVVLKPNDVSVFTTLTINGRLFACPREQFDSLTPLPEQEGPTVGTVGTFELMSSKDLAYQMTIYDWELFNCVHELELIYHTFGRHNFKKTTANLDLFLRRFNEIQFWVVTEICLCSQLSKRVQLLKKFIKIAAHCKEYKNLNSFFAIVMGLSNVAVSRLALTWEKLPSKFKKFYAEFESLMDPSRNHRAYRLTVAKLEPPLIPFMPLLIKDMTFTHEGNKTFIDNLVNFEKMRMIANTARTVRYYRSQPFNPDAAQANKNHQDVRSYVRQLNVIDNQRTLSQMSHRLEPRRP
#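 Readout is BODIPY fluorescence (480 nm excitation, 540 nm emission), which falls as labeled GDP is exchanged off Rap1B. EPAC2 at 100 nM acted on 250 nM RAP1B-BODIPY-GDP with 50 uM GDP present.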
# HepG2 tox: HepG2 cytotoxicity, counter-screen for TGF-b inhibitors; 410,000 tested, 0.76% active; Potency, µM (top dose mostly 46.1 µM), for inactives: top-dose activity change, negative = cytotoxicity, actives largely listed as cytotoxic; HepG2 CAGA-GFP viability, ATP luminescence, 18 h; also: potency is read from the fitted curve at half-maximal effect; some results filed as inactive show a strong effect at the top dose
#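 HepG2 CAGA-GFP cells (1000/well, DMEM with 1% FBS) received compound, then TGF-beta at 500 pg/mL final, and were incubated 18 hours at 37 degrees C. Viability was read by CellTiter-Glo luminescence. Media-only wells were set as complete cell-killing and DMSO as no toxicity.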
# TGFb SMAD3 inh: blocks TGF-b signaling; HepG2 CAGA-GFP TGF-b/SMAD3 reporter, GFP fluorescence, 18 h; TGF-beta stimulated, 500 pg/mL final; Potency, µM (top dose mostly 46.1 µM), for inactives: top-dose activity, negative = inhibition, actives largely listed as inhibitors; 410,000 tested, 1.2% active; AID 588855; also: potency is read from the fitted curve at half-maximal effect; % is scaled to controls: 0 for no effect and ±100 for the full control effect; nearly all actives have a fitted effect of over 65% in size
#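 HEPG2 CAGA-GFP cells (1000/well, DMEM with 1% FBS) were pre-incubated 2 h at 37 degrees C, given compound by pin tool, then stimulated with TGF-beta at 500 pg/mL final for 18 h before per-cell GFP fluorescence imaging.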
# ATXN2 expr inh: ATXN2 expression inhibition | 360,000 tested, 0.72% active | HEK-293 ATXN2-luciferase reporter, luminescence, 24 h | Potency, µM (doses to about 57 µM), for the others: at the highest dose activity change, negative = inhibition, actives largely listed as inhibitors; also: potency is read from the fitted curve at half-maximal effect; % is scaled to controls: 0 for no effect and ±100 for the full control effect; nearly all actives have a fitted effect of over 55% in size
#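 ATXN2-luciferase reporter cells (luciferase flanked by upstream and downstream ATXN2 gene portions) were treated 24 h at 37 °C with compounds at up to 57 uM. SteadyGlo luminescence gave expression; GF-AFC fluorescence gave viability.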
# Nrf2 block: inhibitors of Nrf2 signaling; A549 ARE-Fluc reporter, luciferase luminescence, 18-24 h; Potency, µM (series often up to 46 µM), without a hit: at the highest dose activity change, negative = inhibition, hits mostly inhibitors; 360,000 tested, 2.1% active; AID 504444; also: potency is read from the fitted curve at half-maximal effect; % is scaled to controls: 0 for no effect and ±100 for the full control effect; nearly all actives have a fitted effect of over 60% in size
#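 Cells were seeded and rested 2 h, then exposed to compounds for 18-24 h. CellTiter-Fluor was read first as a viability measure. BugLite was added 15 min before the final luminescent read of ARE-luciferase activity in A549 cells.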
# Nrf2 activator: activators of Nrf2 (ARE) signaling. 410,000 tested, 0.31% active. AREc32 ARE-luciferase reporter (MCF7-derived line), luminescence, 24 h. Potency, µM (highest dose often 46.1 µM), inactives show at the highest dose activation, usual class: activators; also: potency is read from the fitted curve at half-maximal effect; % of control where 0% means no effect; nearly all actives have a fitted effect of over 65% in size
#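 Steps: seed AREc32_Fluc cells (1000/well, 5% FBS OPTI-MEM); incubate overnight at 37 deg C; add 23 nL compound; incubate 24 hr; add Steady-Glo; hold 30 min RT; read luminescence.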
# S2 tox: cell viability loss in ATXN counter-screen | S2 cells (HEK-293 line with an ATXN2-luciferase reporter) viability, CellTiter-Fluor protease fluorescence, 24 h | Potency, µM (top dose mostly 56.7 µM), actives largely listed as cytotoxic | 400,000 tested, 0.49% active | AID 651635; also: potency is read from the fitted curve at half-maximal effect; nearly all actives have a fitted effect of over 40% in size
# IL2 activator: IL-2 activation; AID 652025; activation, % (series mostly up to about 46 µM); IL-2 activation reporter assay, cell-based qHTS; stimulated with anti-CD3/CD4/CD28 beads; in transgenic mouse T cells; 360,000 tested, 0.065% active; in the data active = activation above about 50%; inconclusive = mostly about 30% to 49%; also: 0% is about no effect
#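 Quantitative HTS in unstimulated transgenic mouse T cells, with memory T cells as non-tolerant control and PMA/ionomycin as tolerance-bypass control. Compound pretreatment lasted 60 minutes before 18 h bead stimulation; EGFP/DsRed fluorescence read.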
# A549 tox: counter-screen for Nrf2 inhibitors: cytotoxicity in A549 cells. A549 ARE-Fluc cells, CellTiter-Fluor viability, 18-24 h. Potency, µM (series often up to 46 µM), without a hit: at the top dose activity change, negative = cytotoxicity, most hits filed as inhibitors. 390,000 tested, 0.16% active. AID 504648; also: potency is read from the fitted curve at half-maximal effect; % is scaled to controls: 0 for no effect and ±100 for the full control effect
#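 A549 ARE_Fluc cells in 5% FBS OPTI-MEM were exposed to compounds in concentration-response for 18-24 h at 37 deg C. Viability was read by CellTiter-Fluor fluorescence (Ex 405/Em 525) after 30 min, before the luciferase read.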
# The depositor's hits bear a star; i = inactive; u = inconclusive; x = no result given; [ ] = remark or other dose. Unless noted, calls follow the shape of the dose curve; as a rule, active = well fitted curve in the direction sought with a large enough effect; inconclusive = small, poorly fitted or top-dose-only effect, or another doubt; inactive = no such curve, though single readings can be large; an effect the other way counts as inactive or inconclusive.
SMILES,EPAC2 agonist,HepG2 tox,TGFb SMAD3 inh,ATXN2 expr inh,Nrf2 block,Nrf2 activator,S2 tox,IL2 activator,A549 tox
Cc1ccc(S(=O)(=O)NC2=C(N3CCN(Cc4ccccc4)CC3)C(=O)c3ccccc3C2=O)cc1,4%,-18%,-1%,4%,1%,2.5%,i,-0.8,1%
COc1ccccc1N1CCN(C(=O)[C@@H]2CCCN2C2=NS(=O)(=O)c3ccccc32)CC1,2%,-3%,1%,x,x,-0.1%,i,1.1,x
Cc1cc(OCC(=O)NCCc2ccc(S(N)(=O)=O)cc2)c2c(C)c(C)c(=O)oc2c1,-1%,-19%,-20%,3%,4%,0.1%,i,-3.7,2%
O=C(CN1C(=O)COc2ccc(Cl)cc21)Nc1ccccn1,5%,0%,14%,-2%,-23%,21%,i,0.2,-10%
O=C(COc1ccc(F)cc1)N/N=C/c1cccc2cccnc12,8%,-4%,4%,u,-27%,2.5%,i,-1.4,1%
COc1ccc(-n2nc3c(c2NC(=O)C(C)Oc2ccccc2)CS(=O)C3)cc1 (configuration not stated),2%,12%,9%,-7%,10%,-0.7%,i,-3.2,-5%
COC(=O)NC1CCC(NC(=O)OC)CC1 (configuration not stated),6%,-20%,-17%,-7%,-3%,0.3%,i,0.4,7%
CC(C)c1ccc(NC(=O)C2CCCN(S(=O)(=O)c3ccc4[nH]c(=O)oc4c3)C2)cc1 (configuration not stated),x,-16%,5%,6%,-9%,1.1%,i,x,-1%
Cc1cccc(NC(=O)CSc2nnc(-c3ccncc3)n2CC2CCCO2)c1 (configuration not stated),5%,-22%,-8%,-20%,-20%,0.1%,i,-0.5,1%
Cc1cc(C)c(C)c(S(=O)(=O)N2CCC(C(=O)Nc3ccncc3)CC2)c1C,9%,-18%,6%,-19%,-21%,-0.6%,i,-3.0,2%
CCCc1cc(=O)[nH]c(SCc2nc(-c3ccc(OC)cc3)no2)n1,x,-22%,-23%,x,x,0.9%,x,x,4%
c1ccc(Cc2nc3ccccc3s2)cc1,-2%,18%,1%,0%,u,10%,i,0.4,0%
Cc1ccn(CC(=O)N2CCCC(N3CCN(c4cccc(C(F)(F)F)c4)CC3)C2)n1 (configuration not stated),-2%,-18%,-5%,x,x,0.3%,i,-0.7,x
CC(=O)/C(=N\Nc1ccc(Cl)cc1Cl)Sc1cccc2cccnc12,6%,4µM*,2.8µM*,u,u,u,u,-2.9,-27%
Cc1cc2oc(C(=O)Nc3nonc3C)c(C)c2cc1Cl,-1%,9%,5%,x,u,0.6%,i,-0.2,5%
CC(C)N1CCN(Cc2cccc3nonc23)CC1CCO (configuration not stated),10%,-9%,-20%,5%,8%,-0.6%,i,7.7,2%
O=C(OC1CCOC1=O)c1ccc(S(=O)(=O)N2CCCCCC2)cc1 (configuration not stated),5%,-5%,-2%,-7%,7%,-0.6%,i,-1.6,0%
C/C(=N\NC(=O)C1CC1c1ccccc1)c1cccs1 (configuration not stated),12%,-6%,3%,0%,x,-0.4%,i,0.2,11%
CCCN(CC(=O)Nc1ccccc1OC)C(=O)c1ccc(COc2ccccc2)o1,9%,1%,11%,-9%,-20%,-0.3%,i,-0.2,0%
CCN(CC(=O)NCC(=O)Nc1cccc(C)c1C)Cc1ccccc1,9%,-23%,-7%,-3%,-2%,-0.5%,i,-1.4,8%
O=C(CCC1CCCN(C(=O)c2cc3ccccc3o2)C1)NCc1ccc(F)c(F)c1 (configuration not stated),12%,-28%,u,28%,u,4.6%,u,-2.5,-8%
Cc1n[nH]c(=S)n1/N=C/c1c(O)ccc2ccccc12,2%,-14%,-3%,-4%,8%,-0.5%,i,-1.4,0%
CCN(CC)C(=O)Cn1nc(C)c2ccccc2c1=O,3%,10%,7%,1%,16%,0.0%,i,0.3,-4%
CCc1nnc(NS(=O)(=O)c2ccc(NC(=S)Nc3ccc(F)cc3)cc2)s1,1%,8%,-1%,2%,-1%,0.1%,i,0.2,10%
O=C(CNC(=O)c1ccc(Cl)c([N+](=O)[O-])c1)NCC1CCCO1 (configuration not stated),2%,-2%,14%,-3%,-3%,11%,i,0.1,3%

# Copied from the list:
# O=C(COc1ccc(F)cc1)N/N=C/c1cccc2cccnc12 in TGFb SMAD3 inh is entered as 4%
# O=C(OC1CCOC1=O)c1ccc(S(=O)(=O)N2CCCCCC2)cc1 (configuration not stated) in Nrf2 block is entered as 7%
# COc1ccc(-n2nc3c(c2NC(=O)C(C)Oc2ccccc2)CS(=O)C3)cc1 (configuration not stated) in TGFb SMAD3 inh is entered as 9%

# An excerpt of these results, with values under each structure.
# Value order – EPAC2 agonist	HepG2 tox	TGFb SMAD3 inh	ATXN2 expr inh	Nrf2 block	Nrf2 activator	S2 tox	IL2 activator	A549 tox
> C/C(=N\NC(=O)C1CC1c1ccccc1)c1cccs1 (configuration not stated)
 : 12%	-6%	3%	0%	x	-0.4%	i	0.2	11%
> CCc1nnc(NS(=O)(=O)c2ccc(NC(=S)Nc3ccc(F)cc3)cc2)s1
 : 1%	8%	-1%	2%	-1%	0.1%	i	0.2	10%

# The results go on.
SMILES,EPAC2 agonist,HepG2 tox,TGFb SMAD3 inh,ATXN2 expr inh,Nrf2 block,Nrf2 activator,S2 tox,IL2 activator,A549 tox
COc1ccc(CCNC(=O)CCc2c(C)c3cc4c(C)c(C)oc4cc3oc2=O)cc1OC,x,-14%,-1%,x,6%,3.0%,x,x,-1%
NS(=O)(=O)c1ccc(CCNS(=O)(=O)c2ccc3c(c2)NC(=O)CO3)cc1,4%,2%,15%,2%,14%,-0.7%,i,0.6,1%
CSCC(=O)N1CCCC(CNC(=O)c2ccc(-c3ccccc3)cc2)C1 (configuration not stated),4%,-19%,u,u,-24%,2.9%,i,-4.0,1%
COc1cccc(CC(=O)Nc2cc(C(F)(F)F)ccc2N2CCCC2)c1,-1%,1%,-12%,-20%,-15%,0.3%,i,1.3,0%
CCOC(=O)CCCCC(=O)c1[nH]c(=O)[nH]c1CSCCO,6%,-1%,-8%,6%,1%,0.3%,i,1.7,4%
Cn1c(=O)cc(SCC(=O)NCCCN2CCN(c3ccccc3F)CC2)c2ccccc21,13%,-48%,5%,-7%,-9%,2.6%,i,-1.5,0%
Cc1nc2cc(N)ccc2n1-c1ccccc1,2%,-12%,-11%,19%,-1%,3.3%,i,-2.2,1%
Cc1ccc(-c2nc(C(F)(F)F)cc(=O)[nH]2)cc1,5%,3%,-3%,-26%,-24%,0.1%,i,-0.2,2%
CN(C)c1ncnc2c1NC1=C(S2)C(=NCCCC(=O)O)CC(C)(C)C1,-4%,-2%,u,-8%,-1%,0.8%,i,0.5,-3%
Cc1cc(=O)[nH]c(N/N=C/c2c(C)nn(-c3ccc(F)cc3)c2Cl)n1,-4%,3%,17%,-17%,-9%,0.0%,i,-0.8,1%
COc1cc(CNCCSc2nnnn2C)ccc1OCc1ccccc1,x,-4%,15%,11%,3%,3.5%,i,x,-8%
CC(=O)NCCCNc1ccc([N+](=O)[O-])cc1,8%,3%,5%,15%,21%,0.0%,u,-0.3,-21%
COc1ccc(C(=O)O/N=C2\CCCc3nonc32)cc1,8%,0%,5%,-1%,-3%,-0.7%,i,0.8,-2%
COc1ccc(C)cc1NC(=O)C1CCCN1C(=O)OCc1ccccc1 (configuration not stated),-13%,3%,8%,-6%,21%,-0.1%,i,0.9,-3%
N#Cc1ccc(CN2CCN(C(=O)C3CC(=O)N(c4ccccc4F)C3)CC2)cc1 (configuration not stated),8%,-44%,-5%,-7%,0%,-1.9%,i,1.9,-4%
O=C(c1ccc2c3c(cccc13)CC2)C1CCCN(Cc2ccccn2)C1 (configuration not stated),5%,-23%,-30%,u,-17%,-0.7%,u,-4.8,-4%
CCCCNC(=O)c1ccccc1NC(=O)CCSc1ccccc1,-1%[15.6 µM],12%,6%,2%,-21%,0.7%,i,-0.3,-1%
COc1ccccc1CNC(=O)C1CCCN(S(=O)(=O)c2cccc3nonc23)C1 (configuration not stated),7%,-5%,1%,5%,13%,-0.1%,i,0.3,0%
COc1cc2c(cc1OC)CN(C(=O)CCNC(=O)c1ccccc1Cl)CC2,10%,5%,2%,5%,2%,-0.5%,i,-0.4,4%
CCOC(=O)C1=C(C)S/C(=C\N(C)C)C1=O,-5%,-9%,-1%,-4%,x,0.1%,i,-0.1,4%
CCOc1ccc(N2C(=O)CC(NNc3nc4ccccc4s3)C2=O)cc1 (configuration not stated),5%,0%,-19%,4%,-18%,2.9%,i,-1.0,-7%
COc1ccc(-c2c(C)nn3c(C(F)(F)F)cc(-c4ccccc4)nc23)cc1,x,5%,5%,10%,-5%,-0.6%,i,x,0%
CCOc1cc(/C=C/C(=O)N(CC)CC(=O)NCc2cccs2)cc(Cl)c1OC,14%,-1%,-14%,-12%,-17%,1.7%,i,-1.8,-5%
CCOC(=O)c1sc(=NC(=O)COc2ccccc2)n(C)c1C,3%,9%,5%,11%,2%,2.3%,i,1.8,1%
CCN(CC)CCn1c2c(c(SCC(=O)Nc3ccc4c(c3)OCCO4)nc1=O)CCCC2,-3%,-38%,11%,7%,-17%,2.2%,i,1.4,1%
CCOC(=O)C1CCCN(C(=O)c2ccc(NS(=O)(=O)c3ccc4[nH]c(=O)[nH]c4c3)cc2)C1 (configuration not stated),7%,-9%,-10%,6%,0%,0.1%,i,1.4,1%
Cc1nn(CC(=O)Nc2ccc3c(c2)OCO3)c(C)c1Cl,11%,-2%,u,x,3%,4.7%,i,0.2,-6%

# Sorted by the number under EPAC2 agonist (largest number first): some entries from above
compound,EPAC2 agonist
Cc1nn(CC(=O)Nc2ccc3c(c2)OCO3)c(C)c1Cl,11%
CCOC(=O)C1CCCN(C(=O)c2ccc(NS(=O)(=O)c3ccc4[nH]c(=O)[nH]c4c3)cc2)C1 (configuration not stated),7%
CN(C)c1ncnc2c1NC1=C(S2)C(=NCCCC(=O)O)CC(C)(C)C1,-4%

# Screens as filed in PubChem.
